Screening data from PubChem BioAssay.
FadD28 FP inh: blocks FadD28 binding to the bisubstrate probe. 360,000 tested, 0.22% active. fluorescence polarization. inhibition, % at 12.5 µM. AID 588549; in the data active = inhibition above about 8.5%, passing the limit was not always enough; inconclusive = no clear call, values can overlap the other calls
BioA inh: BioA (M. tuberculosis) enzyme inhibition; purified M. tuberculosis BioA enzyme, plate reader; inhibition, % at 9.99 µM; 360,000 tested, 0.096% active; in the data active = inhibition above about 40%; inconclusive = no clear call, values can overlap the other calls
BoNT-F LC inh: inhibitors of Botulinum neurotoxin F light chain protease; 360,000 tested, 0.22% active; Multiplex microsphere protease cleavage assay, flow cytometry; AID 588497; inhibition, % at 10 µM; in the data active = inhibition above about 35%, passing the limit was not always enough; inconclusive = no clear call, values can overlap the other calls; note: plate controls were buffer without enzyme for full effect and enzyme alone for no effect
MazEF act: MazEF (E. coli) toxin RNase activation; P0AE70; 350,000 tested, 0.32% active; AID 504720; FAM/BHQ RNA-DNA oligo cleavage fluorescence, 5 h; activation, % at 20 µM; in the data active = activation above about 50%
Target sequence (P0AE70 whole entry, looked up): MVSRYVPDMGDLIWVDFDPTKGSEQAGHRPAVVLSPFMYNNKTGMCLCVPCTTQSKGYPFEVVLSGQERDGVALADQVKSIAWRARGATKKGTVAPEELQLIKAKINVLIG
Mtb UGM inh: inhibitors of M. tuberculosis UDP-galactopyranose mutase | P9WIQ1 | purified UGM, fluorescence polarization probe displacement | inhibition, % at 10 µM | 320,000 tested, 0.06% active | AID 504406; in the data active = inhibition above about 10%, passing the limit was not always enough; inconclusive = no clear call, values can overlap the other calls
Target sequence (P9WIQ1 whole entry, looked up): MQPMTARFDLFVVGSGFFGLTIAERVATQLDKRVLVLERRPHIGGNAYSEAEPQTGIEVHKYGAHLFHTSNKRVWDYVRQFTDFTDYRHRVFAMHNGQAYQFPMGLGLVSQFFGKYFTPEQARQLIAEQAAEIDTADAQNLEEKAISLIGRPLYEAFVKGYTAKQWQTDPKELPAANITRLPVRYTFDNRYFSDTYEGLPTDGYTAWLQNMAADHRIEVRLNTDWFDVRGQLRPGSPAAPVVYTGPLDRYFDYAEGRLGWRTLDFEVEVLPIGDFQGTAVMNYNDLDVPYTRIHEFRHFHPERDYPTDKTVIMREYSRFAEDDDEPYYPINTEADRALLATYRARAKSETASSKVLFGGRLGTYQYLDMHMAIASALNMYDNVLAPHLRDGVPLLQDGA
GDH-TPI counter: counter-screen for M. tuberculosis FBA inhibitors: GDH-TPI coupled enzymes; GDH-TPI coupled enzyme counterscreen, NADH absorbance; inhibition, % at 4.8 µM; 360,000 tested, 1.2% active; AID 588335; in the data active = inhibition above about 30%;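 note: 0% = DMSO wells and 100% = wells lacking the enzyme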
Rv3671c protease: inhibits the M. tuberculosis serine protease Rv3671c | inhibition, % at 5.96 µM | 320,000 tested, 0.048% active; in the data active = inhibition above about 38%;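 note: extracellular domain of Rv3671c used as enzyme; 0% = enzyme with DMSO and 100% = no enzyme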
Target sequence (P9WHR9 whole entry, looked up, the tested form may be a part): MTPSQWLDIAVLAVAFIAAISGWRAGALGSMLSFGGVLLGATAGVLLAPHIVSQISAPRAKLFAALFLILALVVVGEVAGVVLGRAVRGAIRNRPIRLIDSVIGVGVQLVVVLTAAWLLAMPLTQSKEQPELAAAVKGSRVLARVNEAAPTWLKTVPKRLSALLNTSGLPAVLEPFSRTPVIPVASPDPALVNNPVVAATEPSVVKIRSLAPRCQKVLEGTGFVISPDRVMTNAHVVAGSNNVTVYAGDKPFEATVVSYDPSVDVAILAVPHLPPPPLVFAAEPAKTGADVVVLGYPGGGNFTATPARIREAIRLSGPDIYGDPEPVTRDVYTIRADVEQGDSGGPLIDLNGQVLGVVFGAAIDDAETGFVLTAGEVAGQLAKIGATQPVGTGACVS
PrPC TRFRET: reduces human prion protein on the cell surface. P04156. cell surface PrPC, TR-FRET read-out. inhibition, % at 13.8 µM. 370,000 tested, 0.43% active. AID 720596; in the data active = inhibition above about 24%; note: 0% = median of the test wells and 100% = reference compound wells
FBA Mtb inh: Mtb fructose-bisphosphate aldolase inhibition; P9WQA3; 360,000 tested, 2.3% active; purified M. tuberculosis FBA, fluorescence read-out; inhibition, % at 1 µM; in the data active = inhibition above about 27%;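 note: 0% = vehicle and 100% = reference inhibitor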
* hit, by the source's call; ? = inconclusive; . = no result given; & = joins results of further samples.

SMILES | Mtb UGM inh | BioA inh | GDH-TPI counter | MazEF act | Rv3671c protease | BoNT-F LC inh | PrPC TRFRET | FadD28 FP inh | FBA Mtb inh
O=C(Nc1nccs1)c1ccc(N2C(=O)[C@@H]3[C@H](C2=O)[C@H]2C=C[C@@H]3C2)cc1 | -0.3 | -1.5 | 25 | 0 | -11 | -3 | 2 | -1.6 | 4
CC(=O)c1ccc(NC(=O)C2CCC(C)NC2=O)cc1 (stereo unspecified) | -1.1 | 8.4 | 2 | 3 | 9 | 10 | -1 | -1.9 | 1
CCOC(=O)Cn1cc(C#N)c2ccccc21 | 1.5 | . | 9 | -1 | 8 | 3 | 1 | 0.0 | 1
CCOC(=O)c1c(C)n(C)c2ccc(OC(=O)c3ccc([N+](=O)[O-])cc3)cc12 | -2.2 | . | 7 | 10 | 3 | 0 | 0 | -1.8 | 0
Cc1ccc(-n2c(SCC(=O)N3CCOCC3)nc(O)cc2=O)cc1 | 0.0 | -0.1 | 6 | 1 | . | -2 | -6 | 0.0 | 3
CC1(C(=O)NC2CCCCC2)CCC(=O)N1Cc1cccs1 (stereo unspecified) | 0.4 | 0.3 | -6 | 6 | 4 | -3 | 0 | -1.7 | 1
CCCCC(=O)NC(=S)Nc1cccc(Cl)c1N1CCCCC1 | -0.9 | -1.6 | 12 | -2 | -5 | 9 | -4 | -1.8 | -4
COCCNc1nc(NCc2ccc(NC(C)=O)cc2)c2sc(-c3ccccc3)cc2n1 | . | 0.6 | 8 | . | . | -4 | 6 | -37 | 5
COc1ccc(-c2nn(C)c(=O)c3ccccc23)cc1NS(C)(=O)=O | 0.3 | 0.6 | -6 | -2 | -7 | 0 | -12 | -4.9 | -3
COc1ccc(N(CC(=O)Nc2ccc(F)c(F)c2)S(=O)(=O)c2c(C)n[nH]c2C)cc1 | 0.4 | 0.3 | 6 | 4 | -9 | 3 | 8 | -2.2 | 0
CC(C)OC(=O)C1C(=O)CC(C)(O)C(C(=O)OC(C)C)C1c1cccc(O)c1 (stereo unspecified) | 2.5 | -1.6&0.6 | -5 | -1 | -7 | -17 | 0 | -3.3 | -3
O=C(CCl)NCCCN(C(=O)C(Cl)Cl)c1ccc([N+](=O)[O-])cc1 | 0.4 | 1.3 | 5 | -6 | 2 | ? | -5 | -2.6 | 1
O=C(N/N=C/c1ccc2c(c1)OCO2)c1sc2cccc(Cl)c2c1Cl | -1.5 | -2.3 | 14 | -27 | -1 | -14 | 3 | -0.5 | 2
Cc1ccc2c(c1)c(-c1csc(N)n1)c(C)n2C | 0.8 | 0.1 | -1 | 2 | -16 | -34 | -2 | -1.5 | 1
O=C(COc1cccc(C(F)(F)F)c1)Nc1ccc2[nH]ncc2c1 | 0.9 | -4.3 | 24 | 3 | 0 | -29 | 2 | -0.3 | 1
Cc1cc(NC(=O)CSc2nnnn2-c2ccccc2F)no1 | -1.0 | 7.4 | -7 | 7 | 3 | -3 | 7 | -2.8 | 1
CCCCSc1nc(O)c(C2OC(=O)c3c2ccc(OC)c3OC)c(=O)n1C (stereo unspecified) | 2.7 | . | -2 | -11 | 1 | -2 | -1 | -0.4 | 0
COc1cccc(/C=C2\SC(=S)N(NS(=O)(=O)c3ccc(C)cc3)C2=O)c1OC | 5.2 | . | 12 | . | -2 | ? | 3 | 1.2 | -2
CC(C)(Oc1ccc(Cl)cc1)C(=O)NCc1ccco1 | 0.5 | 3.4 | 2 | 1 | -3 | -4 | -3 | -0.3 | 1
CCCCCCCC(=O)O | . | -1.6 | 19 | 1 | 3 | -4 | -6 | 0.6 | 4
CCCOc1ccc(C2C(C(=O)c3ccco3)=C(O)C(=O)N2CCCn2ccnc2)cc1OC (stereo unspecified) | . | 0.4 | 16 | 1 | . | 4 | 8 | -0.7 | 4
COc1cc2c(cc1OC)CN(c1ccc([N+](=O)[O-])c(C(F)(F)F)c1)CC2 | 0.2 | . | 5 | 8 | -17 | 4 | -4 | -4.6 | 0
C=C1[C@@H](O)[C@H](CC(C)C)N(Cc2ccccc2Br)S1(=O)=O | . | -5.8 | 7 | -6 | . | -3 | 2 | -5.4 | 2
Cc1cc(Cl)ccc1OCCCC(=O)N1CCOCC1 | 1.1 | . | 5 | 5 | -3 | 2 | 0 | -3.4 | -2
C/C=C(/C)C(=O)Nc1cccc(C2=NOC3(C2)C[C@@H](C(N)=O)N(C(=O)C2(C)CC2)C3)c1 (stereo partly specified) | -0.2 | 0.3 | 0 | 32 | -4 | 3 | -4 | -0.2 | 0
COc1cccc(N(C(=O)Cn2nnc(-c3cccs3)n2)C(C(=O)NC2CCCCC2)c2ccncc2)c1 (stereo unspecified) | 1.9 | . | 1 | 5 | -5 | 6 | -2 | -0.7 | 3
CCCCC1=CC2=C(c3ccco3)C(=O)C(C)(OC(=O)c3ccc(OC)cc3)C(=O)C2=CN1CCCCO (stereo unspecified) | 0.4 | -1.0 | -1 | -33 | 0 | -20 | 11 | -1.0 | 0
COc1ccc(/C=N/NC(=O)c2ccc3c(c2)OCCO3)c(OC)c1 | -0.9 | -2.0 | 35* | 5 | 0 | 1 | 3 | 0.2 | 2
CN(C)/C=C/C(=O)c1cnc(-c2ccc(Cl)cc2)s1 | 2.0 | -2.1 | 6 | 6 | -10 | 4 | 4 | 0.5 | -3
CCOC(=O)c1[nH]c2ccccc2c1NC(=O)c1ccc(S(=O)(=O)N2CCCCC2)cc1 | 1.5 | 2.4 | -3 | 5 | 3 | 6 | -11 | 0.1 | -1
S=C(NN=C1CCCCCC1)Nc1ccc(Cl)cc1 | -1.1 | . | 0 | -4 | -1 | -8 | 8 | -13 | -3
O=C(Cn1ncc2c(=O)oc3ccccc3c21)N(Cc1ccco1)C1CCCCC1 | -0.3 | 0.8 | -1 | 2 | 6 | -10 | 2 | -4.7 | -1
O=C1c2cccc3cccc(c23)C(=O)N1CC1CCN(CC(O)COCc2ccc3c(c2)OCO3)CC1 (stereo unspecified) | -3.8 | . | 18 | 18 | -7 | 4 | -19 | -2.0 | 14
O=C(NC(=S)N(CCc1ccccc1)CCc1ccccc1)c1ccco1 | . | -0.9 | 14 | 6 | 3 | -7 | 3 | -0.6 | -1
CCCn1c(-c2cccc(F)c2)nc2c1c(=O)[nH]c(=O)n2Cc1ccccc1 | -0.7 | 0.3 | -1 | 5 | -5 | 4 | 14 | 0.0 | 6
CCCC(NCC(=O)Nc1cc(S(=O)(=O)N2CCOCC2)ccc1OC)c1ccccc1 (stereo unspecified) | -0.1 | 1.5 | 4 | 1 | -4 | -2 | 10 | -1.4 | 2
CCc1nc2ccccc2nc1N1CCN(S(=O)(=O)c2ccc(Cl)cc2)CC1 | -0.4 | . | 1 | -2 | 0 | ? | 8 | -1.4 | -1
CCOC(=O)C(CCCCCCC(NC(C)=O)(C(=O)OCC)C(=O)OCC)(NC(C)=O)C(=O)OCC | 0.9 | . | 0 | 1 | 11 | -4 | -7 | -1.4 | 0
CC(=O)Nc1ccc(NC(=O)C/C(C)=N/NC(=O)C(=O)Nc2ccc(C)c(Cl)c2)cc1 | -2.5 | -1.9 | -6 | 10 | 4 | ? | 7 | -1.3 | -2
CN(C)c1nc(OCCNC(=O)COc2ccc(Cl)cc2Cl)nc(N2CCOCC2)n1 | -0.4 | -2.5 | 0 | 7 | 0 | 1 | 4 | -2.4 | 0
CC(C)NC(=O)NC(=O)CN1C(=O)NC(Cc2c[nH]c3ccccc23)C1=O (stereo unspecified) | -0.3 | 0.8 | -1 | 3 | 1 | -1 | -1 | -2.3 | -1
CN(CCC#N)C(=S)Nc1ccc(F)cc1 | -0.8 | -1.4 | 13 | -7 | 7 | -4 | 7 | -0.9 | 0
Cc1ccc(C(=O)CSc2nnc(CNc3ccc(C)cc3C)o2)cc1 | -0.3 | 1.1 | 4 | 5 | 5 | 15 | 6 | -1.2 | 3
CCC1CCCCN1CCCNC(=O)Cn1c2ccccc2c2nc(=O)cc(C)n21 (stereo unspecified) | -0.7 | 2.6 | 6 | 5 | 1 | -6 | 0 | 0.8 | 7
CCNC(=O)C1CCCN(Cc2ccc(C)c3ccccc23)CC1 (stereo unspecified) | . | -0.7 | -8 | . | . | -5 | . | -4.6 | -4
COc1ccc(/C=N/n2cncn2)cc1COc1ccc(NC(C)=O)cc1 | -0.5 | 0.8 | 5 | 0 | 0 | -12 | -1 | -4.0 | 4
Cc1ccc(CNC(=O)C2CCCN2S(=O)(=O)c2ccc(Cl)cc2)cc1 (stereo unspecified) | -1.2 | 0.4 | 1 | -3 | -3 | . | -5 | 0.7 | 0
O=S(=O)(c1ccc(NC(=S)N2CCCCC2CO)cc1)N1CCOCC1 (stereo unspecified) | . | 0.9 | 1 | 4 | . | 0 | -5 | -4.4 | 0
N#Cc1cc2c(nc1SCC(=O)N1CCCCC1)CCCC2 | -2.2 | -0.3 | 2 | 3 | -1 | 2 | 0 | -2.8 | 1
COc1ccc(-n2cc(-c3ccccc3)c3c(=S)nc[nH]c32)cc1 | 1.8 | -2.3 | 13 | 6 | 1 | -10 | -2 | -2.1 | -1
CCC(C)NC(=O)CCNS(=O)(=O)c1ccc(Br)cc1 (stereo unspecified) | -0.6 | . | 0 | 0 | 2 | 2 | -2 | -0.9 | -1
CCNC(=S)N1CCC(NC(=O)C2CCCCC2)CC1 | 2.0 | -4.9 | -3 | -2 | -3 | 8 | 3 | 0.0 | 1
Cc1cc(C)n2nc(SCC(=O)Nc3ccc(O)cc3)nc2n1 | 0.8 | 4.5 | 5 | 14 | 10 | -2 | -6 | -0.8 | 0
C[C@H](CO)N1C[C@H](C)[C@@H](CN(C)C)Oc2c(NC(=O)c3ccncc3)cccc2C1=O | 1.2 | 2.3&-0.9 | -4 | -1 | 3 | -6 | 5 | -3.3 | -1
O=C(CSc1nc2ccccc2c(=O)n1-c1ccc(F)c(Cl)c1)Nc1cccc(S(=O)(=O)N2CCOCC2)c1 | -0.7 | . | 8 | -3 | -70 | 0 | 11 | -0.2 | 0
COc1ccc2cc(S(=O)(=O)N3CCCCCC3)ccc2c1 | 0.6 | . | 1 | 2 | -10 | 5 | 7 | -0.1 | 0
CC[C@H](C)[C@H]1CNC(=S)N1CC1CCN(CCCC2CCCC2)CC1 | . | -2.5 | 5 | 8 | . | -1 | -8 | -3.7 | -1
COc1ccc(C(=O)/C=C/c2ccccc2)c(OC)c1 | 2.6 | 0.6 | 20 | -5 | -8 | -8 | 1 | -1.9 | -1
C[C@@H]1CN([C@H](C)CO)S(=O)(=O)c2ccc(C3=CCCCC3)cc2O[C@H]1CN(C)C(=O)Cc1cccnc1 | . | 2.4&11&9.4 | 4 | 7 | . | -2 | -3 | -1.5 | 3
Cc1ccc(OCC(=O)NCCNC(=O)c2ccco2)cc1C | -0.4 | 3.5 | 2 | -6 | -1 | -2 | -3 | -1.3 | 0

Ordered by count of non-hydrogen atoms (smallest number first): some entries from above
SMILES | Mtb UGM inh | BioA inh | GDH-TPI counter | MazEF act | Rv3671c protease | BoNT-F LC inh | PrPC TRFRET | FadD28 FP inh | FBA Mtb inh
CN(CCC#N)C(=S)Nc1ccc(F)cc1 | -0.8 | -1.4 | 13 | -7 | 7 | -4 | 7 | -0.9 | 0
S=C(NN=C1CCCCCC1)Nc1ccc(Cl)cc1 | -1.1 | . | 0 | -4 | -1 | -8 | 8 | -13 | -3
CCNC(=S)N1CCC(NC(=O)C2CCCCC2)CC1 | 2.0 | -4.9 | -3 | -2 | -3 | 8 | 3 | 0.0 | 1
Cc1cc(C)n2nc(SCC(=O)Nc3ccc(O)cc3)nc2n1 | 0.8 | 4.5 | 5 | 14 | 10 | -2 | -6 | -0.8 | 0
CCCC(NCC(=O)Nc1cc(S(=O)(=O)N2CCOCC2)ccc1OC)c1ccccc1 (stereo unspecified) | -0.1 | 1.5 | 4 | 1 | -4 | -2 | 10 | -1.4 | 2
